Source: PubChem BioAssay (National Center for Advancing Translational Sciences (NCATS))
D2 potentiator: HTS Assay for Positive Allosteric Modulators of the Human D2 Dopamine Receptor: Primary Screen for Potentiators; HEK293 T-REx D2, calcium flux, EC20 dopamine potentiation; potentiation, % at 10 µM; 0.34% of 340,000 active;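 active = potentiation over 3 SD above the plate norm, cut at about 30% in these data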; also: 0% is about no effect
Target sequence (P14416 whole entry, looked up): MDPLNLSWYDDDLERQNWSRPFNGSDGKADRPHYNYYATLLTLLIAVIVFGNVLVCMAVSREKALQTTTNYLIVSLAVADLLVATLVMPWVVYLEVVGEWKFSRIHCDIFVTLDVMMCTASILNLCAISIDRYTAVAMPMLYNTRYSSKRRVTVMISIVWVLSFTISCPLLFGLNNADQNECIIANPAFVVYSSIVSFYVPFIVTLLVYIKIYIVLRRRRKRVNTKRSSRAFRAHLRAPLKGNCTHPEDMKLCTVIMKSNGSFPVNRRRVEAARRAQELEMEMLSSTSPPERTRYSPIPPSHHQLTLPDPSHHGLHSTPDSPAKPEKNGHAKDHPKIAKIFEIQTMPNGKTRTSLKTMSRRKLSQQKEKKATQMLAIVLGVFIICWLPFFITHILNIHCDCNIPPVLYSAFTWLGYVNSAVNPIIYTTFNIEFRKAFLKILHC
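Potentiation of an EC20 dopamine calcium response is measured in a force-coupled, tetracycline-inducible Hek293 Trex D2 line. Compound-only kinetic reads over 180 s flag agonists before dopamine addition.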
Vif-APOBEC3F blk: qHTS for Inhibitors of Vif-A3F Interactions: qHTS. HeLa A3F-eYFP + Vif (tagged APOBEC3F with the HIV-1 protein that degrades it), YFP fluorescence increase. Potency, µM (top dose mostly 46.1 µM), for the others: at the highest dose activity, negative = active. 0.2% of 390,000 active. AID 602313, 2012; also: potency is read from the fitted curve at half-maximal effect; % of control where 0% means no effect; nearly all actives have a fitted effect of over 65% in size
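Fluorescence increase (Ex 488/Em 500-530) after overnight compound treatment at 37 deg C flags inhibition of Vif-driven A3F-eYFP loss in stable HeLa A3F-eYFP/Vif cells seeded overnight beforehand.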
D1 antag: Antagonist of Human D 1 Dopamine Receptor: qHTS. D(1A) dopamine receptor (Homo sapiens), P21728. HEK293 TREx D1 cells, calcium flux, dopamine EC80; hits give low values. 3.2% of 360,000 active. activity change, negative = inhibition, % at 10 µM; in the data active = activity change below about -30%; also: % is scaled to controls: 0 for no effect and ±100 for the full control effect
Target sequence (P21728 whole entry, looked up): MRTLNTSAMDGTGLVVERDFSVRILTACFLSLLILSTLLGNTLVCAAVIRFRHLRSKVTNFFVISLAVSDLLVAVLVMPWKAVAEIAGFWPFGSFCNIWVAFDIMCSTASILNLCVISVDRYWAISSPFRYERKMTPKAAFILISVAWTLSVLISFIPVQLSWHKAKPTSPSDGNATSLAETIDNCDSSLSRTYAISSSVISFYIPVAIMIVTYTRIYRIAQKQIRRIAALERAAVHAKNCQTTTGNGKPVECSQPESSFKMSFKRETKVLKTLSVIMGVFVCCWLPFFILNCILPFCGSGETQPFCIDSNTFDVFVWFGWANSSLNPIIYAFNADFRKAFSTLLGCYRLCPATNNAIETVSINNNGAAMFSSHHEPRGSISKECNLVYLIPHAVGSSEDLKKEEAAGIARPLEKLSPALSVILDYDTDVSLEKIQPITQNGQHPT
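Tetracycline-induced HEK293 T-REx cells with force-coupled D1 receptor were loaded with a no-wash calcium dye. Compound was added after a 10 s baseline and read kinetically for 180 s; EC80 dopamine was then added and calcium flux followed another 180 s.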
RXFP1 agonist: qHTS Assay for Agonists of the Relaxin Receptor RXFP1; Relaxin receptor 1 (Homo sapiens), Q9HBX9; HEK293T-RXFP1 cAMP TR-FRET, 30 min; response scale: percent of porcine relaxin response, buffer zero; Potency, µM (top dose mostly 57.5 µM), inactives show at the highest dose activation, hits mostly activators; 0.3% of 370,000 active; also: potency is read from the fitted curve at half-maximal effect; % is scaled to controls: 0 for no effect and ±100 for the full control effect; nearly all actives have a fitted effect of over 60% in size; many of its hits are not listed in these tables
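HEK293 cells stably expressing RXFP1, treated 30 min at 37C with compounds plus PDE4 inhibitor Ro 20174; cAMP measured by HTRF TR-FRET. Normalized to buffer and 29 nM porcine relaxin; EC50 by Hill fit.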
D1 PAM: Potentiators of Human D1 Dopamine Receptor: qHTS. potentiation, % at 10 µM. 0.036% of 360,000 active. D(1A) dopamine receptor (Homo sapiens), P21728. HEK293 TREx D1 cells, calcium flux, dopamine EC20 potentiation; in the data active = potentiation above about 30%; also: 0% is about no effect
GRP78 ERSR act: qHTS for Inducers of the Endoplasmic Reticulum Stress Response (ERSR) in Human Glioma: qHTS. Potency, µM, inactives show at the top dose activation, usual class: activators. 0.02% of 420,000 active. U87-MG GRP78 promoter luciferase reporter, 16 h; also: potency is read from the fitted curve at half-maximal effect; series mostly up to about 76 µM; % of control where 0% means no effect; nearly all actives have a fitted effect of over 35% in size
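Stably transfected U87-MG glioma cells carrying a GRP78-based luciferase sensor; 16 h compound incubation. Luminescence end-point read 10 min after Bright-Glo addition at room temperature.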
D1 agonist: Allosteric Agonists of the Human D1 Dopamine Receptor: qHTS. D(1A) dopamine receptor (Homo sapiens), P21728. HEK293 T-REx D1 cells, calcium flux, agonist mode. activation, % at 2 µM. 1% of 360,000 active. AID 504660, 2011; in the data active = activation above about 30%; also: 0% is about no effect
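Inducible HEK293 T-REx D1 cells, force-coupled to calcium signalling, were plated at 4000 cells/well with tetracycline and held overnight at 30 C. After no-wash calcium dye loading, compound-evoked calcium rise over 180 s flagged agonists.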
Vif-APOBEC3G blk: qHTS for Inhibitors of Vif-A3G Interactions: qHTS; AID 602310, 2012; 0.076% of 410,000 active; HeLa A3G-eYFP + Vif (tagged APOBEC3G with the HIV-1 protein that degrades it), YFP fluorescence, overnight; DNA dC->dU-editing enzyme APOBEC-3G (Homo sapiens), Q9HC16; Potency, µM (top dose mostly 46.1 µM), inactives show at the highest dose activity, negative = active, most hits filed as inhibitors;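 also: potency is read from the fitted curve at half-maximal effect; % is scaled to controls: 0 for no effect and ±100 for the full control effect; nearly all actives have a fitted effect of over 60% in size; hits raise eYFP signal because A3G escapes Vif-driven loss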
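Read-out is eYFP fluorescence (Ex 488/Em 500-530) from Vif-expressing HeLa A3G-eYFP cells; more signal means A3G escaped Vif-mediated degradation. Cells plated overnight, compound pinned in, incubated overnight at 37 deg C.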
RXFP1 antagonist: qHTS Assay for Antagonists of the Relaxin Receptor RXFP1 | HEK293-RXFP1, relaxin-stimulated cAMP HTRF, 30 min; hits give low values | 0.59% of 350,000 active | Relaxin receptor 1 (Homo sapiens), Q9HBX9 | activity change, negative = inhibition, % at 57.5 µM;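 active = activity change of -60% or lower, but not beyond a set lower limit; inconclusive = change between -60% and -40%, or beyond the set limit; inactive = change above -40%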; also: % is scaled to controls: 0 for no effect and ±100 for the full control effect
Active calls of the source: *; ? = inconclusive; / = no result given. Unless noted, calls follow the shape of the dose curve; as a rule, active = well fitted curve in the direction sought with a large enough effect; inconclusive = small, poorly fitted or top-dose-only effect, or another doubt; inactive = no such curve, though single readings can be large; an effect the other way counts as inactive or inconclusive. The list is partial (hit frequency here may not be typical).

SMILES	D2 potentiator	Vif-APOBEC3F blk	D1 antag	RXFP1 agonist	D1 PAM	GRP78 ERSR act	D1 agonist	Vif-APOBEC3G blk	RXFP1 antagonist
NC(=O)C(Cc1ccccc1)NS(=O)(=O)c1ccc(N2CCCC2=O)cc1 (stereo not given)	-5	-9%	-7	1.1%	-5	-2%	4	-1%	10
O=C(Nc1ccccc1)Nc1ccc(C(=O)N2CCOCC2)cc1	-9	0%	-6	-0.8%	-9	-1%	7	4%	-8
CC(=O)c1cc2c(cc1NC(=O)c1cccc(S(=O)(=O)N3CCN(C)CC3)c1)OCO2	9	6%	12	2.2%	2	-4%	2	-1%	-9
COc1ccccc1N1CCN(CCC(=O)Nc2cccc(Cl)c2)CC1	-39	1%	1	1.5%	-8	1%	5	0%	-3
CC(=O)Nc1nnc(CCS(=O)(=O)c2ccc(C)c(C)c2)s1	15	2%	5	-1.9%	-6	-4%	0	2%	2
Cc1c(C(=O)Nc2ccc(Nc3ccccc3)cc2)cccc1[N+](=O)[O-]	2	-9%	10	0.1%	-4	-4%	2	-9%	-9
CC1(C)CC(=O)C(C=Nc2ccc3cn[nH]c3c2)=C(O)C1	-5	0%	-1	2.0%	-9	0%	3	1%	-13
C[C@H](Nc1ncnc2sc3c(c12)CCC3)C(=O)O	-3	1%	13	7.3%	-11	1%	5	1%	-5
CCc1cc2c(-n3nc(C)cc3C)ncnc2s1	2	-11%	1	1.9%	-5	-2%	2	1%	1
CCCCCN(C(=O)CCC(=O)OCC(=O)c1cccc(OC)c1)c1c(N)n(CCCC)c(=O)[nH]c1=O	8	5%	3	4.3%	-17	-5%	5	-2%	-3
CCOc1ccc(NC(=O)N2CCN(c3nc4ccccc4s3)CC2)cc1	0	-6%	-2	1.9%	-2	-1%	5	-1%	-2
Cc1sc(NC(=O)c2ccco2)c(CN2CCN(c3ccc(F)cc3)CC2)c1C	-5	7%	-8	-0.1%	6	-3%	1	1%	-3
Cc1oc(-c2ccccc2F)nc1CS(=O)(=O)CC(=O)N1CCN(c2cccc(C(F)(F)F)c2)CC1	2	-1%	-24	2.4%	0	-1%	1	0%	/
CCc1ccc2[nH]c(=O)c(CN(CCCN3CCOCC3)C(=O)Nc3cccc(Cl)c3)cc2c1	-7	/	-12	0.8%	5	-6%	3	-9%	4
CC(CCc1ccccc1)NC(=O)/C=C/c1ccc(F)cc1 (stereo not given)	-18	/	8	-0.8%	-6	/	21	/	/
Cc1cc(Nc2cccc(Cl)c2Cl)n2ncnc2n1	-3	?	19	4.4%	-3	0%	1	1%	9
COc1cccc(NC(=O)CSc2nc3ccccc3c(=O)n2CCCC(=O)N2CCCC2)c1	18	-3%	-22	1.7%	1	-4%	1	-8%	4
O=C(Nc1ccc(N2CCCC2)cc1)C(Cl)c1ccccc1 (stereo not given)	-3	2%	-4	-1.2%	-2	0%	1	-8%	-20
CCOC(=O)/C=c1\s/c(=C\c2ccc(-c3ccccc3)cc2)c(=O)n1CC(=O)NCc1ccc2c(c1)OCO2	4	0%	-13	0.5%	1	-7%	1	2%	-5
COc1ccc(NC(=O)Cn2c(=O)n(Cc3ccc(C(=O)NCc4ccccc4Cl)cc3)c(=O)c3ccccc32)cc1	-2	5%	-5	6.0%	-3	-3%	2	-1%	/
O=C(Nc1ccc2nc(-c3cccnc3)[nH]c2c1)C1CCCCC1	12	/	13	2.7%	0	-5%	-2	-9%	-9
COc1ccc(S(=O)(=O)n2ccc(-c3ccc4c(c3)CCC(C)(C)O4)n2)cc1	4	4%	-4	0.2%	0	1%	2	2%	-12
CCC(CC)c1nnc(NC(=O)c2cc([N+](=O)[O-])ccc2N2CCCCC2)s1	4	3%	3	2.4%	-1	-2%	4	1%	6
COc1ccc(NC(=O)CCC(=O)NCc2ccco2)c([N+](=O)[O-])c1	-5	-10%	25	0.4%	6	-3%	0	-3%	0
CN1CCN(c2ccc(S(=O)(=O)N3CCCCC3)cc2NC(=O)/C=C/c2ccc(OC(F)F)cc2)CC1	5	-8%	13	0.4%	-3	-5%	4	?	-24

Sorted by the number under D1 agonist (largest number first): three from the list above
molecule,D1 agonist
COc1ccccc1N1CCN(CCC(=O)Nc2cccc(Cl)c2)CC1,5
NC(=O)C(Cc1ccccc1)NS(=O)(=O)c1ccc(N2CCCC2=O)cc1 (stereo not given),4
O=C(Nc1ccc(N2CCCC2)cc1)C(Cl)c1ccccc1 (stereo not given),1

Next part.
SMILES	D2 potentiator	Vif-APOBEC3F blk	D1 antag	RXFP1 agonist	D1 PAM	GRP78 ERSR act	D1 agonist	Vif-APOBEC3G blk	RXFP1 antagonist
COc1ccc(-c2nc(-c3ccccc3OC)no2)cc1OC	/	-2%	-36*	0.5%	0	8%	7	-1%	-12
CCCN1CCN(C(=O)c2nn(-c3ccc(OC)cc3)c(=O)c3c2c2ccccc2n3C)CC1	/	4%	-8	-1.1%	-2	-2%	2	2%	2
CCCCn1c(NC(=O)C2CCCCC2)nc2ccccc21	-3	-4%	2	-0.2%	-5	-6%	4	-8%	-3
Cc1cc(C)n(CC(O)Cn2c(C)c(C)c3ccccc32)n1 (stereo not given)	-5	-3%	-16	0.3%	0	-6%	1	-7%	-4
O=C(CN1C(=O)NC2(CCCCCC2)C1=O)N1CCCCC1	-8	-4%	7	0.7%	15	-2%	4	-7%	5
CC(C)[C@H]1C(=O)Nc2ccccc2N1C(=O)N[C@@H](Cc1ccccc1)C(=O)N[C@H](C(=O)O)c1ccccc1	-5	-7%	-5	1.0%	9	-4%	3	0%	5
COC(=O)c1ccccc1NC(=O)c1ccccc1N(C)S(=O)(=O)c1ccccc1	4	-3%	2	-0.2%	-9	-1%	6	1%	1
COC(=O)c1ccc(Cl)cc1NC(=O)NCCc1c(C)nn(C)c1C	-1	-3%	-2	3.6%	0	1%	0	-4%	/
CSCCC(=O)N1CCCC(N(C)CCc2ccccc2)C1 (stereo not given)	6	0%	8	0.3%	3	-3%	4	3%	-2
Cc1ccc(NC(=O)c2c(NC(=O)CCC(=O)O)sc3c2CCCCC3)cc1	8	-17%	0	2.3%	-6	1%	0	-4%	-23
Cc1ccccc1Cn1cccc1/C=C1/C(=N)N2C=CSC2=NC1=O	18	-12%	1	0.6%	-1	-7%	1	-23%	-21
CCOC(=O)Cn1cc(/C=C(\C#N)C(=O)N2CCOCC2)c2ccccc21	/	5%	-12	-0.3%	3	-2%	0	1%	-10
COc1cccc(OC)c1C(=O)Nc1nnc(-c2cccs2)s1	-17	13%	-7	11%	-2	1%	2	-4%	1
COC(=O)c1c(C)[nH]c(C(=O)COC(=O)Cc2ccc3c(c2)OCCO3)c1C	4	5%	0	-0.9%	3	-2%	3	3%	-8
O=C(O)c1ccc(/C=C/c2ccc3cccc(O)c3n2)cc1	-14	-19%	1	-0.3%	-7	-1%	3	-11%	3
O=C(O)c1ccc(Cl)c(NCc2cccs2)c1	17	3%	5	-0.2%	-2	-4%	0	1%	-36
CC1CN=C(c2ccccc2)O1 (stereo not given)	/	0%	/	/	/	1%	/	2%	7
Cc1ccc(C(=O)Nc2sc(C)c(C)c2C(=O)c2ccccc2)cc1	/	-3%	-7	0.3%	2	-6%	4	-3%	-14
COc1ccc(C(=O)OCC(=O)NC(=O)NC(C)C)cc1OC	-4	1%	-2	-0.4%	-3	-1%	3	0%	-2
CN(C(=O)Cn1nc(C(=O)O)c2ccccc2c1=O)C1CCCCC1	/	3%	/	/	/	1%	/	2%	0
CCCCC(=O)Nc1ccc2c(c1)nc(CCN1CCN(C)CC1)n2C	2	11%	-8	1.1%	-8	-2%	2	2%	-29
Cc1nn(CC(=O)N2CCCCCC2)c(=O)c2cc3occc3n12	8	0%	6	3.6%	-6	-1%	1	0%	-2
O=CC(=Cc1ccccc1)c1ccccc1	/	1%	/	/	/	-1%	/	-4%	-4
O=C(NCC(c1cccs1)N1CCOCC1)c1ccc(Cl)nc1 (stereo not given)	-9	1%	-9	0.5%	-5	-5%	3	?	-1

Single values from the results shown:
Reading for Cc1ccc(NC(=O)c2c(NC(=O)CCC(=O)O)sc3c2CCCCC3)cc1 under Vif-APOBEC3G blk: -4%
Reading for CCOC(=O)Cn1cc(/C=C(\C#N)C(=O)N2CCOCC2)c2ccccc21 under RXFP1 antagonist: -10
Reading for CC1CN=C(c2ccccc2)O1 (stereo not given) under Vif-APOBEC3G blk: 2%
Reading for CN(C(=O)Cn1nc(C(=O)O)c2ccccc2c1=O)C1CCCCC1 under Vif-APOBEC3G blk: 2%
Reading for COC(=O)c1ccccc1NC(=O)c1ccccc1N(C)S(=O)(=O)c1ccccc1 under Vif-APOBEC3F blk: -3%

5 entries from above, set out differently.
mol | D2 potentiator | Vif-APOBEC3F blk | D1 antag | RXFP1 agonist | D1 PAM | GRP78 ERSR act | D1 agonist | Vif-APOBEC3G blk | RXFP1 antagonist
CC(C)[C@H]1C(=O)Nc2ccccc2N1C(=O)N[C@@H](Cc1ccccc1)C(=O)N[C@H](C(=O)O)c1ccccc1 | -5 | -7% | -5 | 1.0% | 9 | -4% | 3 | 0% | 5
Cc1ccc(NC(=O)c2c(NC(=O)CCC(=O)O)sc3c2CCCCC3)cc1 | 8 | -17% | 0 | 2.3% | -6 | 1% | 0 | -4% | -23
COc1ccc(-c2nc(-c3ccccc3OC)no2)cc1OC | / | -2% | -36* | 0.5% | 0 | 8% | 7 | -1% | -12
COc1cccc(OC)c1C(=O)Nc1nnc(-c2cccs2)s1 | -17 | 13% | -7 | 11% | -2 | 1% | 2 | -4% | 1
COC(=O)c1ccc(Cl)cc1NC(=O)NCCc1c(C)nn(C)c1C | -1 | -3% | -2 | 3.6% | 0 | 1% | 0 | -4% | /
